Source: PubChem (National Center for Advancing Translational Sciences (NCATS))
Rab9 prom act – qHTS Assay for Rab9 Promoter Activators | Huh7 Rab9 promoter-luciferase reporter, luminescence, 24 h | Potency, µM (titrated, usually from 9.22 µM), inactives show at the highest dose activation, negative = inhibition, hits mostly activators | hit rate 2.8% among 320,000 | AID 485297, 2010; note: potency is the fitted concentration of half-maximal effect; % of control where 0% means no effect; nearly all actives have a fitted effect of over 60% in size
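Cells were plated at 1500 per well in reduced-serum medium with 10% FBS and left 2 h. Compound in DMSO was then added for 24 h at 37 °C. Reporter signal was read by luminescence after 10 min with luciferase detection reagent.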
ELG1 genotoxic – qHTS screen for small molecules that induce genotoxicity in human embryonic kidney (HEK293T) cells expressing luciferase-tagged ELG1; HEK293T ELG1-luciferase reporter, luminescence, 16 h; Potency, µM (titrated, usually from 46 µM), inactives show top-dose activity change, positive = activation, usual class: activators; hit rate 1.3% among 330,000; AID 504466, 2011; note: potency is the fitted concentration of half-maximal effect; % of control where 0% means no effect; nearly all actives have a fitted effect of over 60% in size
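HEK293T cells expressing luciferase-tagged ELG1 were exposed to compound or DMSO vehicle for 16 hr at 37 °C and 5% CO2. Luciferase activity was then measured with ONE-Glo after 30 min at room temperature.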
Giardia kill – Small Molecules that selectively kill Giardia lamblia: qHTS; hit rate 0.15% among 340,000; activity change, % at 7.66 µM, hits read low; Giardia lamblia trophozoite viability; in the data active = activity change below about -80%; inconclusive = between about -30% and that limit;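 note: parasites exposed to compound for two days anaerobically before the ATP read; % is set by controls: 0 for no effect and ±100 for the full control effect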
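Trophozoites 100 cells/well + cpd; 48 hrs, 37 deg C, anaerobic. ATPLite 1-Step added, 15-30 min RT, luminescence read (ATP-based viability).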
uPA generation – qHTS for Inhibitors of Cell Surface uPA Generation. AID 540303, 2011. cell surface uPA generation assay, qHTS. Potency, µM (doses to about 38.3 µM), for the others: top-dose activity change, negative = inhibition, actives largely listed as inhibitors. hit rate 0.31% among 330,000; active = well fitted inhibition curve with a large enough effect; inconclusive = small, poorly fitted or top-dose-only effect; inactive = no such curve, though single readings can be large or run the other way; tested in mouse RAW 264.7 cells; note: potency is the fitted concentration of half-maximal effect; % is set by controls: 0 for no effect and ±100 for the full control effect; nearly all actives have a fitted effect of over 55% in size
FLuc modulator – qHTS profiling assay for firefly luciferase inhibitor/activator using purifed enzyme and Km concentrations of substrates (counterscreen for miR-21 project) | Potency, µM (highest dose often 57.5 µM), for inactives: at the top dose activity change, negative = inhibition, hits mostly inhibitors | hit rate 6.9% among 360,000 | AID 588342, 2011 | Luciferin 4-monooxygenase (Photinus pyralis), P08659 | purified FLuc, Km substrates, luminescence inhibition;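 note: potency is the fitted concentration of half-maximal effect; plate controls were vehicle for no effect and reference inhibitor for full effect; nearly all actives have a fitted effect of over 55% in size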
Target sequence (P08659 whole entry, looked up): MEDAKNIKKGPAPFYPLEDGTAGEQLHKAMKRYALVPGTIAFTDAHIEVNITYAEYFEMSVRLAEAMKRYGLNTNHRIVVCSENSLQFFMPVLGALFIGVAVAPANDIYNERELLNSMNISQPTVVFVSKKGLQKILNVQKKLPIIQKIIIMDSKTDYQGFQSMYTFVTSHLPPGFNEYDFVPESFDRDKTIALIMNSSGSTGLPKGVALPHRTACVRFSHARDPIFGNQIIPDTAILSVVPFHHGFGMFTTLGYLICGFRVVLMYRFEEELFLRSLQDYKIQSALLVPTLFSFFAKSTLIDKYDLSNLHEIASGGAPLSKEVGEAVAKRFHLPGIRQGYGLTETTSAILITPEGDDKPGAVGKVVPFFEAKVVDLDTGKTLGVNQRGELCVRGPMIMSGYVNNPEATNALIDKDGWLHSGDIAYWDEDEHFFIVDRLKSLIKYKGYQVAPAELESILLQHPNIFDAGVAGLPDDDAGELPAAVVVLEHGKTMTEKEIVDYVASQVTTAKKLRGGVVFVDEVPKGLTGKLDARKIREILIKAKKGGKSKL
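Purified P. pyralis luciferase, 10 nM final, with Km-level 10 uM D-luciferin and 10 uM ATP in 50 mM Tris acetate pH 7.5, 10 mM Mg acetate, 0.01% Tween-20, 0.05% BSA; 6-point qHTS titration about 60 µM downward; luminescence read.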
Tb PFK block – qHTS Assay to Find Inhibitors of T. brucei phosphofructokinase; Potency, µM (highest dose often 57.5 µM), for inactives: at the top dose activity, negative = inhibition, actives largely listed as inhibitors; T. brucei PFK, ADP-Glo luminescence; ATP-dependent 6-phosphofructokinase (Trypanosoma brucei brucei), O15648; hit rate 0.17% among 330,000;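 note: potency is the fitted concentration of half-maximal effect; 0% = uninhibited 1x PFK enzyme wells and -100% = no-enzyme wells; nearly all actives have a fitted effect of over 60% in size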
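In TEA buffer at pH 8.0 with 5 mM MgCl2, enzyme (1.25 nM) converted F6P (0.5 mM) and ATP (0.1 mM) for 45 min at room temperature. ADP product was read by luciferase luminescence.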
NPC1 prom act – qHTS Assay for NPC1 Promoter Activators; hit rate 2.4% among 320,000; Huh7 NPC1 promoter luciferase reporter, 24 h; Potency, µM (doses to about 9.22 µM), without a hit: top-dose activation, actives largely listed as activators;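 note: potency is the fitted concentration of half-maximal effect; % of control where 0% means no effect; nearly all actives have a fitted effect of over 60% in size; reporter is driven by a mutant NPC1 promoter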
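Quantitative HTS used a cell-based reporter: Huh7 cells stably bearing the NPC1 promoter upstream of luciferase were treated with compounds for 24 h, and promoter activation was read as luminescence.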
KCNH2 3.1 inh – qHTS for Inhibitors of KCHN2 3.1: Mutant qHTS | Potassium voltage-gated channel subfamily H member 2, brain isoform KCNH2 3.1 (human) | U2OS KCNH2 3.1, thallium flux FluxOr; active compounds read low | activity change, % (tested at about 1.8 µM) | hit rate 0.95% among 340,000 | AID 720553, 2013;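 active = maximum activity change below -70%; inconclusive = maximum activity change from -70% to -50%; inactive = maximum activity change above -50%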;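 note: thallium influx rate constant from kinetic fluorescence after stimulation buffer; % is set by controls: 0 for no effect and ±100 for the full control effect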
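Steps: virus added to U2OS suspension (4 h, RT, dark); medium with 10% FBS added, cells plated, 37 C overnight; FluxOr/Red40 loading buffer 45 min RT; stimulation buffer, 2 min kinetic read; rate constant normalized.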
RORgamma inh – qHTS for inhibitors of ROR gamma transcriptional activity; Drosophila S2 Gal4-RORgamma UAS-luciferase reporter, 20 h; Potency, µM (highest dose often 53.6 µM), inactives show at the highest dose activity change, negative = inhibition, most hits filed as inhibitors; hit rate 5.4% among 310,000; AID 2551, 2010; note: potency is the fitted concentration of half-maximal effect; % is set by controls: 0 for no effect and ±100 for the full control effect; nearly all actives have a fitted effect of over 60% in size
Target sequence (P51450 whole entry, looked up, the tested form may be a part): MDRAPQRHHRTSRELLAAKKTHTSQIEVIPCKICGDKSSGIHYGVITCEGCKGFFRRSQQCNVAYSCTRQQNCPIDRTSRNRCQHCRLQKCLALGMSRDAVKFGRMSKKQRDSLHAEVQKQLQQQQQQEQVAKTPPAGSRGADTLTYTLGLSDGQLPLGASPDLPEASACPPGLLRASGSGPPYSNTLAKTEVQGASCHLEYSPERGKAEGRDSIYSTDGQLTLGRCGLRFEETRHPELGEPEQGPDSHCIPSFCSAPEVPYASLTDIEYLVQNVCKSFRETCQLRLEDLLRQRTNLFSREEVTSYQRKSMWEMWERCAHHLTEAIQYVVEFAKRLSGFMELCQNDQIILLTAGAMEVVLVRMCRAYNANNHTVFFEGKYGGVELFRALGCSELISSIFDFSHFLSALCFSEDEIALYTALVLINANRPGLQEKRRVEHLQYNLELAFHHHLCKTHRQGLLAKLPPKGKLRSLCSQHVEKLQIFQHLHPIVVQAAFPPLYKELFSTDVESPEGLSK
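ROR gamma transcriptional activity was tracked as Gal4-UAS luciferase output in stably transfected Drosophila Schneider cells, with compound added 1 hr before 700 uM copper sulfate induction and a 20 hr ambient-temperature incubation.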
VP16 counter – VP16 counterscreen qHTS for inhibitors of ROR gamma transcriptional activity | Drosophila S2 Gal4-VP16 UAS-luciferase, luminescence, 20 h | Potency, µM (top dose mostly 53.6 µM), inactives show at the top dose activity, negative = inhibition, most hits filed as inhibitors | hit rate 3.5% among 310,000 | AID 2546, 2010;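 note: Gal4-VP16 expression switched on by copper sulfate through the metallothionein promoter; potency is the fitted concentration of half-maximal effect; % is set by controls: 0 for no effect and ±100 for the full control effect; nearly all actives have a fitted effect of over 50% in size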
Coupling enz – qHTS Assay for Inhibitors of Fructose-1,6-bisphosphate Aldolase from Giardia Lamblia: Coupling assay counterscreen; coupling enzyme system counterscreen, AmpLite Red fluorescence; activity change, negative = inhibition, % at 58.2 µM, hits read low; hit rate 0.67% among 290,000; in the data active = activity change below about -30%; note: % is set by controls: 0 for no effect and ±100 for the full control effect
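Final compound at 57.5 uM, incubated 10 min at RT with coupling enzyme reagent (glyceraldehyde-3-phosphate), then 20 min with substrate and AmpLite Red detection. Fluorescence read at 525/598 nm; tests interference with the coupling assay, not aldolase inhibition.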
The depositor's hits bear a star; ? = inconclusive; / = not tested or not shown; & = joins results of further samples; [ ] = dose if it differs, or a comment. Unless noted, calls come from the whole dose curve; as a rule, active = well fitted curve in the direction sought with a large enough effect; inconclusive = small, poorly fitted or top-dose-only effect, or another doubt; inactive = no such curve, though single readings can be large; an effect the other way counts as inactive or inconclusive.

| smiles | Rab9 prom act | ELG1 genotoxic | Giardia kill | uPA generation | FLuc modulator | Tb PFK block | NPC1 prom act | KCNH2 3.1 inh | RORgamma inh | VP16 counter | Coupling enz |
| --- | --- | --- | --- | --- | --- | --- | --- | --- | --- | --- | --- |
| Cc1ccc(S(=O)(=O)NCc2nc3nc(C)cc(C)n3n2)c(C)c1 | -6% | 0% | 1 | 8% | 1%&-4% | 2% | 0% | -32 | 6% | 2% | 0 |
| CCOC(=O)CNC(=O)CN1CCCN(S(=O)(=O)c2ccc(Br)s2)CC1 | 1% | 0% | 18 | 1% | 6% | 1% | 1% | 1 | 43% | 0% | -1 |
| CCCCC(=O)Nc1ccc(C(=O)c2ccccc2)cc1 | 24% | 12% | 2 | 4% | ? | 0% | 8% | 4 | 1% | -4%[10 µM] | -2 |
| O=C(O)Cn1nc(-c2ccc(F)cc2)oc1=O | -5% | 2% | -5 | -2% | 2% | 2% | 1% | -3 | 16% | 1% | -1 |
| COc1ccc(N(CC(=O)Nc2cccc(C)c2C)S(=O)(=O)c2c(C)n[nH]c2C)cc1 | 0% | -4% | 8 | / | 0% | 2% | 1% | -4 | 4% | -13% | -1 |
| C[C@]12C=CC(=O)C=C1CC[C@@H]1C2C(O)C[C@@]2(C)C1CC[C@]2(O)C(=O)COC(=O)CCC(=O)NC(CC(=O)O)C(=O)O (stereo not given in full) | 1% | 7% | -17 | -8% | 0% | -1% | 1% | -5 | 8% | -2% | -2 |
| COc1cccc(CN=C2Nc3ccccc3CS2)c1 | 3.2µM* | ? | 4 | 1% | 12µM* | -7% | 2.8µM* | -12 | 14% | 11% | 1 |
| O=C(COC(=O)C1=COCCO1)Nc1ccccc1Oc1ccccc1 | -6% | -1% | -4 | 2% | -4% | -1% | -1% | -9 | -26% | 9% | -1 |
| CCc1ccc(N/C(=N/c2nc(C)cc(C)n2)NC(C)=O)cc1 | -8% | -7% | -19 | 6% | -1% | 0% | 3% | -6 | -44% | 7% | 0 |
| COc1ccccc1-n1nc(C(=O)Nc2ccc3c(c2)OCO3)c2ccccc2c1=O | -3% | -4% | 14 | 9% | 1% | 4% | -2% | -1 | 34% | -2% | 2 |
| CCN1CCC[C@H]1CNC(=O)c1c(O)c(Cl)cc(Cl)c1OC | -4%[46.1 µM] | / | -13 | 0% | -7% | -3% | 8%[46.1 µM] | 18 | 4%&1%&-5% | 8%&-13%&2% | -16&2 |
| Cc1ccc(N(Cc2ccccc2)C(=O)Cc2ccc(S(=O)(=O)N3CCOCC3)s2)cc1 | 3% | 0% | -10 | -2% | ? | -4% | -5% | 8 | / | / | / |
| CCOC(=O)c1c(NC(=O)c2nn(C)cc2[N+](=O)[O-])sc(C)c1C | -6% | -2% | -1 | 1% | -1% | 0% | -12% | -2 | 18% | -7% | -3 |
| COc1ccc(NC(=O)Nc2cccc3c2O[C@H](CN(C)C(=O)NC2CCCCC2)[C@@H](C)CN([C@H](C)CO)C3=O)cc1 | / | -1% | -10 | -16% | / | -1% | / | -10 | / | / | / |
| CCC(Sc1nc2n[nH]c(C)c2c(=N)n1-c1cccc(Cl)c1C)C(=O)N(CC)CC (stereo not given) | -3% | -5% | 9 | / | 0% | -10% | -2% | 14 | -14% | -9% | -4 |
| O=C(Cn1c(=O)oc2cc(S(=O)(=O)N3CCCC3)ccc21)N1CCCC1 | 0% | -1% | 3 | 10% | -1% | 1% | 3% | -12 | 23% | 2% | 5 |
| CCOC(=O)C1CCN(C(=O)C(C)Sc2ccc(Cl)cc2)CC1 (stereo not given) | -2% | 0% | -1 | -3% | -1% | -2% | -1% | -9 | -3% | -5% | 2 |
| COc1ccc(-c2noc(CCC(=O)N3CCN(c4ccc(Cl)cc4)CC3)n2)cc1 | / | 4% | 29 | ? | / | 0% | / | -4 | / | / | / |
| CCCc1cc(=O)oc2cc(OCC(=O)N3C[C@H]4C[C@@H](C3)c3cccc(=O)n3C4)c(Cl)cc12 | -5% | 6% | -3 | -3% | 1% | -4% | 4% | -12 | 13% | -6% | -1 |
| CC(C)C1Nc2ccc(S(N)(=O)=O)cc2C2C=CCC21 (stereo not given) | -2% | -8% | ? | 4% | -1% | -1% | -4% | -8 | 3%[0.365 µM] | / | -4 |
| COC(=O)c1scc(C)c1NC(=O)Nc1ccccc1 | -7% | -4% | 1 | -6% | 4% | -4% | 1% | -13 | -1% | -2% | 1 |
| CC(CCc1ccccc1)NC(=O)c1ccco1 (stereo not given) | -1% | -1% | 10 | 8% | -1% | 0% | -5% | -8 | -21% | -3% | 1 |
| O=C(CCc1nc(-c2ccccc2)c(-c2ccccc2)o1)OCc1ccc(Br)cc1 | -3% | -4% | 1 | / | -1% | 3% | -1% | -14 | 7% | 14% | 0 |
| CCCCOc1ccc(C(C)NC(=O)CCS(=O)(=O)Cc2ccccc2F)cc1 (stereo not given) | -1% | 0% | -3 | -3% | 4% | 1% | -1% | 4 | 12% | -12% | 1 |
| O=C(COc1ncnc2cc([N+](=O)[O-])ccc12)NCCc1ccc(Cl)cc1 | -1% | 1% | 2 | -6% | 4% | 4% | 0% | -10 | 39% | 3% | -1 |
| COC(=O)CCC(=O)OC1(C)C(=O)C2=CN(CCCOC(C)C)C(c3ccc(OC)cc3)=CC2=C(Br)C1=O (stereo not given) | 2% | 1% | -9 | -1% | -6% | 3% | 0% | -17 | -14% | -6% | -41* |
| O=C(COC(=O)c1ccccc1NCCO)NCc1cccs1 | 5% | 2% | 1 | 1% | -12% | 0% | 10% | 30 | / | / | / |
| CCn1c(=O)c(C(=O)NCc2ccc(OC)cc2)c(O)c2ccccc21 | -1% | 5% | 4 | 4% | 0% | 11% | -2% | -12 | -12% | ? | 0 |
| CCOc1cccc(C=Nc2cc(C)cc(C)c2O)c1O | 9% | 3% | 20 | ? | 27µM* | -10% | 3% | 5 | -16% | -8% | 1 |
| O=C(O)CCC(=O)Nc1ccc2c(c1)Cc1cc(NC(=O)CCC(=O)O)ccc1-2 | -1% | 8% | -14 | 16% | -9% | -26% | -2% | -16 | -17% | -3% | 6 |
| CC(C)(C)C(=O)NC1CCN(C(=O)N2CCCC2)CC1 | -6% | 1% | 4 | -3% | -2% | 3% | -1% | 6 | -14% | 2% | 3 |
| Cc1ccc(Nc2nc3nonc3nc2N(C)C)cc1 | -4% | -1% | -3 | -2% | 8% | -1% | -2% | 13 | -3% | -7% | 1 |
| CCOC(=O)N1CCN(C(=O)CN(C2CCCCC2)S(C)(=O)=O)CC1 | -4% | -2% | 23 | -4% | -1% | -3% | -2% | -5 | -9% | -2% | -1 |
| Cc1ccnc(OC(C(=O)O)C(OCc2ccccc2)(c2ccccc2)c2ccc(C(F)(F)F)cc2)n1 (stereo not given) | 0% | -7% | 13 | 1% | 2% | -4% | 3% | -11 | 26% | -13% | 6 |
| OCC1CCCCN1C(=S)Nc1cccc(Cl)c1 (stereo not given) | 2% | 2% | -2 | -1% | -13% | 3% | -7% | -5 | -12% | -4%[10 µM] | 0 |
| CCOc1ccccc1N1CC(C(=O)N(CC)CC(=O)Nc2ccc3c(c2)OCCO3)CC1=O (stereo not given) | -1% | 8% | -3 | 10% | 1% | 17% | -2% | 11 | / | / | / |
| CCOc1ccc(C2c3[nH]c4ccccc4c3CCN2C(=O)Cn2cncn2)cc1 (stereo not given) | -3% | 4% | 6 | 0% | 1% | -9% | 0% | -1 | 12% | -18% | 0 |
| S=C1NC[C@H](c2ccccc2)N1CC1CCCCC1 | -1% | -5% | -11 | 0% | 1% | -3% | 1% | 1 | 1.1µM* | 4.5µM* | 0 |

3 of these compounds in another layout:
Sequence of screens – Rab9 prom act	ELG1 genotoxic	Giardia kill	uPA generation	FLuc modulator	Tb PFK block	NPC1 prom act	KCNH2 3.1 inh	RORgamma inh	VP16 counter	Coupling enz
- Cc1ccc(S(=O)(=O)NCc2nc3nc(C)cc(C)n3n2)c(C)c1
 : -6%	0%	1	8%	1%&-4%	2%	0%	-32	6%	2%	0
- CCOC(=O)CNC(=O)CN1CCCN(S(=O)(=O)c2ccc(Br)s2)CC1
 : 1%	0%	18	1%	6%	1%	1%	1	43%	0%	-1
- CCCCC(=O)Nc1ccc(C(=O)c2ccccc2)cc1
 : 24%	12%	2	4%	?	0%	8%	4	1%	-4%[10 µM]	-2
